Screens: PubChem BioAssay, Broad Institute
RAD54 branch: blocks human RAD54 Holliday junction branch migration. Q92698. AID 602329. FAM/BHQ fluorescence. inhibition, % at 10.4 µM. 360,000 compounds, 0.14% hits;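 active = mean normalized replicate activity at least 40 and at least half of replicates scoring 40 or more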;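 also: 0% = median of neutral control wells and 100% = median of positive control wells; inhibitors cause a drop in the FAM fluorescence signal; in these data hits start at about 50%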
Target sequence (Q92698 whole entry, looked up): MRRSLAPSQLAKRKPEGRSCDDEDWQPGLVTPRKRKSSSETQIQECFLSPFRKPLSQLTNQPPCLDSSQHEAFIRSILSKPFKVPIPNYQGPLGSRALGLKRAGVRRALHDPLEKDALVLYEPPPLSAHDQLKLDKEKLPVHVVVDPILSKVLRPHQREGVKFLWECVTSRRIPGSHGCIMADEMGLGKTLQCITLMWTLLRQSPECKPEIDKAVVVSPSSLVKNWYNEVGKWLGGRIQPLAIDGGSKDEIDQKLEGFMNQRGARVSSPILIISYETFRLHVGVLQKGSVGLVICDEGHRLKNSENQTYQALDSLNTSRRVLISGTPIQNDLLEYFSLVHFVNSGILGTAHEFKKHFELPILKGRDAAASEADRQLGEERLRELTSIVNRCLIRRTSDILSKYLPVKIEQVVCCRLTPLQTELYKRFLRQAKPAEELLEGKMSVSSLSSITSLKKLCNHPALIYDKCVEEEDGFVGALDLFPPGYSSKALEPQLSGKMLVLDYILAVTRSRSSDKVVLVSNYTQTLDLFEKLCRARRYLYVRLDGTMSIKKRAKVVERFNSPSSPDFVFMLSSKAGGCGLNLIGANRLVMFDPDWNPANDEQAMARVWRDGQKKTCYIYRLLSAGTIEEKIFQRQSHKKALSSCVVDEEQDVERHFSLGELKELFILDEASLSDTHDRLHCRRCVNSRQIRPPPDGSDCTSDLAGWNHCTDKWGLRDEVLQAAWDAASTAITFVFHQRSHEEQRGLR
esBAF inh: SWI/SNF esBAF complex inhibition; 350,000 compounds, 2% hits; mouse ES cells, Bmi1-luciferase knock-in reporter, 24 h; 100% = twice the neutral-well signal; reporter increase, % at 12.5 µM; in the data active = activation above about 40%;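 also: 0% = median of the plate's neutral control wells and 100% = double that signal; a rise in the Bmi1 reporter signal indicates esBAF inhibition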
ARNT-TACC3 inh: disrupts binding between human ARNT and TACC3. 390,000 compounds, 0.66% hits. Q9Y6A5. AID 623870. inhibition, % at 9.99 µM. AlphaScreen His-ARNT PAS-B/GST-TACC3 binding, luminescence; TACC3 fragment carries E629A point mutation;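 active = mean inhibition of replicates at least 50% and at least half of replicates each reaching 50%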;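 also: 0% = complete ARNT plus TACC3 wells and 100% = ARNT alone without TACC3; many hits fall short of the cut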
Starred values were filed as active, the others as inactive; · = no result given. An excerpt; the hit share may differ from the screen's.

SMILES	RAD54 branch	esBAF inh	ARNT-TACC3 inh
Cc1ccc(-n2nc3ccc(N)cc3n2)cc1	1	·	·
Cc1nc(SCC(=O)c2ccc(Cl)cc2)c([N+](=O)[O-])[nH]1	10	·	·
COc1ccccc1C(=O)Oc1cc(N)n(S(=O)(=O)c2ccc(C)cc2)n1	-16	·	·
COC(=O)c1ccc(CSc2nnc(CNC(=O)COc3ccc(Cl)cc3)o2)o1	7	·	·
CN(C)CC(O)COc1ccc(C(C)(C)c2ccc(OCC(O)CN(C)C)cc2)cc1 (stereo unspecified)	37	·	·
CCn1c(SCC(=O)N/N=C/C=C\c2ccccc2[N+](=O)[O-])nnc1-c1ccccc1	-1	·	·
O=[N+]([O-])c1ccc(/C=N/Nc2nc(-c3ccccc3)c3cc(Br)ccc3n2)o1	-5	·	·
NS(=O)(=O)c1ccc(S(=O)(=O)c2ccccc2)nc1	-19	·	·
O=C(O)c1sccc1Oc1ccc(F)cc1[N+](=O)[O-]	-6	·	·
Fc1ccc(CSc2nnc(-c3cnccn3)n2Cc2ccco2)cc1	2	·	·
O=S(=O)(CCc1ccccc1)N1CCOCC1	1	·	·
C=CCOC(=O)C1=C(C)NC(SCC)=C(C#N)C1c1ccc(Cl)cc1 (stereo unspecified)	5	·	·
CCc1ccc(Nc2ncc3c(n2)CC(c2ccco2)CC3=O)cc1 (stereo unspecified)	1	·	·
CCOC(=O)N1CCC(n2c(SCC(=O)N3CCCC3)nc3ccccc3c2=O)CC1	-3	·	·
Cc1nn(-c2nc3ccccc3s2)c(N)c1-c1ccc(Cl)cc1	5	·	·
O=C(CSc1ncnc2sc3c(c12)CCCCC3)NCc1ccco1	2	·	·
COc1ccc(N/C(N)=N/c2nc(CSc3ccc(C)cc3)cc(=O)[nH]2)cc1	-3	·	·
COc1ccc(-c2nnc(SCC(=O)NC(C)C)n2CC2CCCO2)cc1OC (stereo unspecified)	-6	·	·
Cc1[nH]c2ccc(Br)cc2c(=O)c1CN1CCCCC1	-4	·	·
CC(=O)N(CCC(Cc1ccccc1)c1ccc2c(c1)OCO2)Cc1ccccc1F (stereo unspecified)	2	·	·
O=c1oc(-c2ccccc2Cl)nc2ccsc12	7	·	·
CCOC(=O)c1cnn(-c2nc(C)cc(C)n2)c1N	1	·	·
FC(F)(F)c1ccc(Oc2ccc3c(C(F)(F)F)cc(C(F)(F)F)nc3n2)cc1	3	·	·
O=[N+]([O-])c1cnccc1Nc1ccc(F)cc1	-9	·	·
O=C(Nc1ncc2c(n1)-c1ccccc1CC2)c1ccc(Cl)cc1	-11	·	·
CCC(C)NC(=O)C1CCCN(S(=O)(=O)c2ccc(-n3cnnn3)cc2)C1 (stereo unspecified)	5	·	·
CCC(Sc1nc2ccccc2c(=O)n1CC1CCCO1)C(=O)NCc1cccnc1 (stereo unspecified)	1	·	·
COc1ccc(-c2nnc(SCc3ccccc3)n2N)cc1	4	·	·
COc1ccc(-c2coc3cc(OC)cc(O)c3c2=O)cc1	3	·	·
Cc1ccc(C)c(N2CCN(C(=O)CCCn3c(=S)[nH]c4cc5c(cc4c3=O)OCO5)CC2)c1	9	·	·
CCCCNC(=O)Nc1cc(C(=O)OC)ccc1Cl	-3	·	·
Cc1ccc(CSc2nncn2-c2ccccn2)cc1	-1	·	·
COC(=O)c1ccc(NC(=O)CCN2CCN(c3ccccc3)CC2)cc1	-12	·	·
N#CC1=C(N)SC(N)=C(C#N)C1CCc1ccccc1	-54	·	·
CCOC(=O)c1cnc2c(Cl)c(Cl)ccc2c1N1CCN(C)CC1	13	·	·
CCOC(=O)c1cnc2c(OC)cccc2c1N1CCN(c2ccccc2OC)CC1	5	·	·
COC(=O)c1ccc(C)c(NS(=O)(=O)c2ccc(C)c([N+](=O)[O-])c2)c1	7	·	·
COC(=O)Cn1cc(C(=O)C2CC2)c2ccccc21	0	·	·
CCCc1[nH]nc2c1C(c1c(C)nn(-c3ccccc3)c1Cl)C(C#N)=C(N)O2 (stereo unspecified)	4	·	·
Nc1nc(CN2CCN(c3ccccc3F)CC2)nc(Nc2ccccc2)n1	-1	·	·
CC(C)(C)c1ccc(CN2N=Nc3ccccc3S2(=O)=O)cc1	-8	·	·
COc1ccc(C2NC3=C(CCC3)C3(C#N)C(OC)(OC)N=C(N)C23C#N)cc1 (stereo unspecified)	-9	·	·
O=C(O)c1cccc(S(=O)(=O)Nc2ccc3c(c2)OCO3)c1	-13	·	·
CC(C)c1ccc(N2C(=O)CC(Sc3ncn[nH]3)C2=O)cc1 (stereo unspecified)	5	·	·
O=C(c1ccc(N2CCCC2=O)cc1)N1CCCCCC1	4	·	·
COc1ccc(N2CCN(CCNC(=O)c3nnc(Cc4c(F)cccc4Cl)o3)CC2)cc1	-4	·	·
Cc1ccc(-c2ccc(CCC(=O)O)n2Cc2ccco2)cc1	-8	·	·
CNCCCOc1cccc(OC(C)C)c1	-6	·	·
Cc1noc(C)c1C(=O)N1CCCC1	-9	·	·
CC(=O)Nc1sc(NC(=O)c2ccc(Cl)cc2)nc1-c1cccs1	11	·	·

2 records drawn at random from the list so far:
SMILES	RAD54 branch	esBAF inh	ARNT-TACC3 inh
Cc1ccc(-c2ccc(CCC(=O)O)n2Cc2ccco2)cc1	-8	·	·
CC(C)c1ccc(N2C(=O)CC(Sc3ncn[nH]3)C2=O)cc1 (stereo unspecified)	5	·	·

The list goes on.
SMILES	RAD54 branch	esBAF inh	ARNT-TACC3 inh
CSc1ccc(Cl)c(C(=O)OCC(=O)NC2CC2)c1	1	·	·
CCOc1cc(S(=O)(=O)NCc2ccc3c(c2)OCO3)c(C)cc1C	-6	·	·
CCN(C(=O)COc1ncnc2scc(-c3ccc(F)cc3)c12)C1CCS(=O)(=O)C1 (stereo unspecified)	-2	·	·
O=c1[nH]c2ccsc2c(=O)n1-c1ccc(F)c(Cl)c1	-9	·	·
O=C1C2CC=CCC2C(=O)N1c1cccc(OS(=O)(=O)c2ccc3ccccc3c2)c1 (stereo unspecified)	-1	·	·
CCOC(=O)c1sc2nc3c(cc2c1N)COC(C)(C)C3	0	·	·
CCc1ccc(CNCCSc2nnnn2C)cc1	-3	·	·
O=C(Nc1cccc(C(F)(F)F)c1)c1ccc2nc(-c3ccco3)c(-c3ccco3)nc2c1	-8	·	·
O=C(Cn1c(SCC(=O)NC2CCCC2)nnc1-c1ccncc1)Nc1ccc2c(c1)OCO2	6	·	·
COc1nc(OC)nc(N2CCC(C(=O)Nc3cccc4c3CCCC4)CC2)n1	-3	·	·

Part of the list above in order of formula weight, lowest first:
SMILES	RAD54 branch	esBAF inh	ARNT-TACC3 inh
Cc1noc(C)c1C(=O)N1CCCC1	-9	·	·
CNCCCOc1cccc(OC(C)C)c1	-6	·	·
COC(=O)Cn1cc(C(=O)C2CC2)c2ccccc21	0	·	·
CCc1ccc(CNCCSc2nnnn2C)cc1	-3	·	·
Cc1ccc(CSc2nncn2-c2ccccn2)cc1	-1	·	·
CCCCNC(=O)Nc1cc(C(=O)OC)ccc1Cl	-3	·	·
O=C(c1ccc(N2CCCC2=O)cc1)N1CCCCCC1	4	·	·
O=c1[nH]c2ccsc2c(=O)n1-c1ccc(F)c(Cl)c1	-9	·	·
CCOC(=O)c1sc2nc3c(cc2c1N)COC(C)(C)C3	0	·	·
CC(C)c1ccc(N2C(=O)CC(Sc3ncn[nH]3)C2=O)cc1 (stereo unspecified)	5	·	·
O=C(O)c1cccc(S(=O)(=O)Nc2ccc3c(c2)OCO3)c1	-13	·	·
CC(C)(C)c1ccc(CN2N=Nc3ccccc3S2(=O)=O)cc1	-8	·	·
CCOc1cc(S(=O)(=O)NCc2ccc3c(c2)OCO3)c(C)cc1C	-6	·	·
COC(=O)c1ccc(C)c(NS(=O)(=O)c2ccc(C)c([N+](=O)[O-])c2)c1	7	·	·
COC(=O)c1ccc(NC(=O)CCN2CCN(c3ccccc3)CC2)cc1	-12	·	·
CCOC(=O)c1cnc2c(Cl)c(Cl)ccc2c1N1CCN(C)CC1	13	·	·
CC(=O)Nc1sc(NC(=O)c2ccc(Cl)cc2)nc1-c1cccs1	11	·	·
Nc1nc(CN2CCN(c3ccccc3F)CC2)nc(Nc2ccccc2)n1	-1	·	·
COc1ccc(C2NC3=C(CCC3)C3(C#N)C(OC)(OC)N=C(N)C23C#N)cc1 (stereo unspecified)	-9	·	·
CCCc1[nH]nc2c1C(c1c(C)nn(-c3ccccc3)c1Cl)C(C#N)=C(N)O2 (stereo unspecified)	4	·	·
COc1nc(OC)nc(N2CCC(C(=O)Nc3cccc4c3CCCC4)CC2)n1	-3	·	·
CCOC(=O)c1cnc2c(OC)cccc2c1N1CCN(c2ccccc2OC)CC1	5	·	·
O=C1C2CC=CCC2C(=O)N1c1cccc(OS(=O)(=O)c2ccc3ccccc3c2)c1 (stereo unspecified)	-1	·	·
O=C(Nc1cccc(C(F)(F)F)c1)c1ccc2nc(-c3ccco3)c(-c3ccco3)nc2c1	-8	·	·
CCN(C(=O)COc1ncnc2scc(-c3ccc(F)cc3)c12)C1CCS(=O)(=O)C1 (stereo unspecified)	-2	·	·
COc1ccc(N2CCN(CCNC(=O)c3nnc(Cc4c(F)cccc4Cl)o3)CC2)cc1	-4	·	·
O=C(Cn1c(SCC(=O)NC2CCCC2)nnc1-c1ccncc1)Nc1ccc2c(c1)OCO2	6	·	·

Going on with the list:
SMILES	RAD54 branch	esBAF inh	ARNT-TACC3 inh
c1ccc(-c2nnc3n2CCCC3)cc1	8	·	·
C/C=C/c1ccc(OCCCCn2cncn2)c(OC)c1	0	·	·
COc1ccc(N(Cc2cc3ccc(C)cc3[nH]c2=O)C(C)=O)cc1	-4	·	·
O=C(C1CC1)N1CCc2cc(S(=O)(=O)N3CCCc4ccccc43)ccc21	-1	·	·
O=C(COc1ccc(N2CC(C(=O)O)CC2=O)cc1)Nc1cccc(C(F)(F)F)c1 (stereo unspecified)	8	·	·
COc1ccc(-n2c(SCC(=O)N3CCCCC3C)nnc2-c2cccnc2)cc1 (stereo unspecified)	1	·	·
Cc1ccc2ccccc2c1Cn1c(-n2ccnc2)nc2c1c(=O)n(C)c(=O)n2C	-15	·	·
CC(=O)Nc1cccc(Oc2cc(C#N)c(C#N)cc2N2CCOCC2)c1	-3	·	·
CCOC(=O)CSc1nc2ccccc2c(=O)n1C1CCCC1	-17	·	·
COc1cc(C(=O)N(Cc2ccc(N(C)C)cc2)C2CCS(=O)(=O)C2)cc(OC)c1OC (stereo unspecified)	9	·	·
CC(=O)N1CCc2cc(S(=O)(=O)NCCCOC(C)C)ccc21	-1	·	·
COC(=O)c1[nH]c2ccc(Br)cc2c1NC(=O)CN1CCCc2ccccc21	10	·	·
O=c1c(-c2nnc(SCc3ccc(Cl)cc3)o2)cccn1Cc1ccccc1	1	·	·
CC(C)(C)c1ccc(S(=O)(=O)O/N=C2/CCCCC2c2ccc([N+](=O)[O-])cc2[N+](=O)[O-])cc1 (stereo unspecified)	-15	·	·
CCN1CCN(C(=S)Nc2ccc([N+](=O)[O-])cc2)CC1	10	·	·
COc1nc(NCC(C)C)nc(Oc2ccc(OCc3ccccc3)nn2)n1	5	·	·
O=C(CSc1nnc(C2CCCCC2)n1-c1ccccc1)NCc1ccco1	·	-4	·
C/C(=N\O)C1(C)N(O)C(C)(C)C(c2ccc(F)cc2)=[N+]1[O-] (stereo unspecified)	·	·	9
O=C(CSc1nnc(Cc2cc(=O)[nH]c(=O)[nH]2)n1-c1ccccc1)N1CCCC1	·	·	-4
SC(COCc1ccccc1)CN1CCN(Cc2ccc3c(c2)OCO3)CC1 (stereo unspecified)	·	·	-10
COC(=O)c1sc(NC(=O)c2cc3c(s2)CCCC3)nc1C	·	·	0
CCOC(=O)CCSc1nc2c(c(C(F)(F)F)c1C#N)CCC2	·	·	-6
CCC1(c2cccc(Cl)c2)NC(=O)N(Cc2cc(C(=O)OC)c(C)o2)C1=O (stereo unspecified)	·	·	4
CCOC(=O)c1cnn2c(C(F)F)cc(C3CC3)nc12	·	·	-4
CCCc1cc2c(cc1NS(=O)(=O)c1ccc(CCNC(C)=O)cc1)OCO2	·	·	4
COc1ccc(CNC(=O)Cn2c(=O)oc3ccccc32)cc1OC	·	·	3
COc1ccc(C(=O)O/N=C(\N)Cc2ccc(Cl)cc2)cc1OC	·	·	-3
COC(=O)c1ccc(N2CCN(S(=O)(=O)c3ccccc3)CC2)c([N+](=O)[O-])c1	·	·	4
Cc1nnc(SCC(=O)NC(=O)NC2CCCC2)n1N	·	·	-6
N#Cc1cc2c(nc1SCc1ccccc1)CCC2	·	·	-10
Cc1cc(C)c(S(C)(=O)=O)c(Oc2ccc(C(C)(C)C)cc2)n1	·	·	9
CC1(c2ccccc2)NC(=O)N(CC(=O)NC(=O)NC2CCCC2)C1=O (stereo unspecified)	·	·	-6
CC(=O)Nc1ccc(CN2CCCCCCC2)cc1	·	·	-1
COc1ccc(C)cc1NC(=O)C(c1ccccc1)N1CCNC(=O)C1 (stereo unspecified)	·	·	1
COCCSc1ccccc1C(=O)NCCCn1ccnc1	·	·	-1
Cc1nn(Cc2ccccc2)c2c1C(c1ccncc1)C(C#N)=C(N)O2 (stereo unspecified)	·	·	4
CCCn1c(N)c(C(=O)CSc2nc(C)cs2)c(=O)[nH]c1=O	·	·	-5
O=C(CCCCCn1c(=S)[nH]c2ccccc2c1=O)N1CCOCC1	·	·	-1
COc1ccc(N2C(=O)C3ON(C4SC(=S)N(C)C4(C)C)C(c4ccc([N+](=O)[O-])cc4)C3C2=O)cc1 (stereo unspecified)	·	·	3
Cc1cc(=O)c2c(C)nn(-c3ccccc3)c2[nH]1	·	·	-5
Cc1cc(NC(=O)CSc2nnc(-c3ccc(Br)o3)n2Cc2ccccc2)no1	·	·	4
O=C(Nc1ccccc1)OCc1cc(-c2ccc(Cl)cc2)on1	·	·	3
